NOD1 NF-kB reporter: NOD1 signaling inhibitors, primary screen, cell-based, luminescence, uHTS (AID 1578); 290,000 tested, 1% active; NOD1-driven NF-kB luciferase reporter cells, luminescence; higher % means a stronger effect; inhibition, % at 4 µM, or EC50 in µM where a hit was titrated; in the data active means inhibition mostly above about 36%, no sharp cut-off; inactive means mostly below about 34%;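 further: HEK-293T reporter cells stimulated with the NOD1 agonist gamma-tri-DAP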
GPR55 activation: GPR55 agonists via beta-arrestin recruitment, primary screen, imaging, U2OS cells, beta-arrestin-GFP redistribution (AID 1961); G-protein coupled receptor 55 (Homo sapiens); U2OS GPR55 beta-arrestin-GFP redistribution imaging; higher % means a stronger effect; one-dose activation, % at 10 µM; EC50 in µM for titrated hits; 290,000 tested, 0.048% active;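 active means activation above 40% with more than 50 cells counted in the well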;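 further: U2OS osteosarcoma cells stably expressing GPR55 and beta-arrestin-GFP; plate controls were DMSO negative control for no effect and LPI positive control for full effect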
West Nile virus CPE: West Nile virus antiviral activity, cell-based, CPE readout (AID 1621). West Nile virus-infected cells, CPE inhibition; higher % means a stronger effect. CPE inhibition, % at 10 µM; hits with a dose series show IC50 in µM. 290,000 tested, 0.02% active; in the data active means a potency from the dose series; further: strong numbers were not always called active
KOR beta-arrestin-1: KOR antagonists, beta-arrestin recruitment, cell-based, luminescence, uHTS (AID 1778); KOR beta-arrestin recruitment, luminescence, antagonist mode; higher % means a stronger effect; inhibition, % at 10 µM; hits with a dose series show IC50 in µM; Kappa-type opioid receptor (Homo sapiens); 290,000 tested, 0.091% active; in the data active means inhibition above about 50%; further: strong numbers were not always called active
HIV fusion peptide: inhibitors of HIV fusion peptide binding, primary screen, biochemical, uHTS, fluorescence dequenching (AID 1986) | inhibition, % at 20 µM; hits with a dose series show IC50 in µM | 290,000 tested, 0.3% active | cell-free peptide binding, fluorescence dequenching, 30 min; higher % means a stronger effect; in the data active means inhibition mostly above about 52%, no sharp cut-off; inactive means mostly below about 76%; further: some results filed as inactive read as strong as hits
Dengue-2 NS5 capping: Dengue-2 NS5 methyltransferase inhibitors, primary screen, biochemical, confirmation dose response (AID 588689) | Genome polyprotein (Dengue virus type 2 (strain 16681-PDK53)) | inhibition, % at 25 µM, or IC50 in µM where a hit was titrated | 340,000 tested, 0.3% active | Dengue-2 NS5 methyltransferase capping enzyme assay, biochemical; higher % means a stronger effect; in the data active means a potency from the dose series
KOR beta-arrestin-2: KOR agonists, beta-arrestin recruitment, primary screen, cell-based, luminescence, uHTS (AID 1777) | Kappa-type opioid receptor (Homo sapiens) | KOR beta-arrestin recruitment, luminescence; higher % means a stronger effect | activation, % at 10 µM; hits with a dose series show EC50 in µM | 280,000 tested, 0.02% active; in the data active means activation above about 50%, passing the limit was not always enough; further: a part of the inactive calls stands beside numbers as strong as those of hits
GPR35 antagonists: GPR35 antagonists blocking zaprinast-driven arrestin recruitment, primary screen, imaging, U2OS, beta-arrestin-GFP, zaprinast agonist (AID 2058) | G-protein coupled receptor 35 (Homo sapiens) | U2OS GPR35 beta-arrestin-GFP translocation imaging, zaprinast antagonism; higher % means a stronger effect | one-dose inhibition, % at 10 µM; IC50 in µM for titrated hits | 290,000 tested, 0.052% active;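 active means inhibition of at least 50% with at least 30 cells and total cytoplasm GFP at most 10,000,000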
GPR55 antagonists: GPR55 antagonists blocking LPI-driven arrestin recruitment, primary screen, imaging, U2OS, beta-arrestin-GFP, LPI agonist (AID 2013) | G-protein coupled receptor 55 (Homo sapiens) | 290,000 tested, 0.13% active | U2OS GPR55 beta-arrestin-GFP translocation imaging, LPI antagonism; higher % means a stronger effect | inhibition, % at 10 µM, or IC50 in µM where a hit was titrated;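 active means spots per cell inhibited over 60%, with over 100 cells counted and total cytoplasm intensity under 500,000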;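 further: U2OS cells stably carrying GPR55 and arrestin-GFP stimulated by 5 µM LPI near EC80; imaged beta-arrestin-GFP aggregate spots per cell after agonist stimulation; plate controls were LPI-stimulated DMSO wells for no effect and DMSO wells without LPI for full effect; some results filed as inactive read as strong as hits; confirmed hits need IC50 under 10 µM and bright autofluorescent wells are also inconclusive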
Dengue-2 NS5 capping pilot replicate: second read-out of Dengue-2 NS5 capping, no call of its own (marks repeat the call); inhibition, %; measured here: pilot screen replicate inhibition
* = called active by the depositor; nt = no result given; [ ] = another dose, or the depositor's remark.

SMILES	NOD1 NF-kB reporter	GPR55 activation	West Nile virus CPE	KOR beta-arrestin-1	HIV fusion peptide	Dengue-2 NS5 capping	KOR beta-arrestin-2	GPR35 antagonists	GPR55 antagonists	others
Cc1sc2cc(-c3cccc([N+](=O)[O-])c3)c(-c3cccc([N+](=O)[O-])c3)c[n+]2c1C	-14%	0.4%	-0.6%	-3%	-1.2%	-2%	-5.0%	-5%	4%
CCCn1nnnc1NCc1cccc(Cl)c1	2%	0.3%	-0.3%	-32%[20 µM]	-0.8%	nt	-1.0%	16%	-4%
Cc1ccc([N+](=O)[O-])cc1NC(=O)c1cccs1	-28%	-0.6%	1.3%	-2%	0.0%	0%	2.8%	-18%	8%
CC(C)(O)c1[nH]c2ccc(C(F)(F)F)cc2c1C(C)(C)O	-18%	0.4%	-0.9%	-40%[20 µM]	0.9%	-1%	-1.1%	0%	-2%
COc1ccc(C)cc1S(=O)(=O)N1CCCC(C(=O)N2CCN(c3ccccc3F)CC2)C1 (stereo unspecified)	7%	0.0%	-0.7%	10%	-1.0%	0%	2.2%	8%	16%
CCOC(=O)c1nn(-c2ccc(Cl)cc2C)ccc1=O	-4%	0.4%	0.4%	17%	-0.3%	-1%	8.6%	-3%	7%
Fc1cccc(NC(=S)NCc2ccccn2)c1	-20%	-0.3%	-0.5%	4%	-0.4%	-2%	5.6%	21%	0%
O=C(COC(=O)Cc1c[nH]c2ccccc12)Nc1ccccc1	-38%	-0.2%	0.4%	15%	3.9%	1%	-2.3%	-2%	-9%
COc1ccccc1CN1CC(C(=O)N2CCC(OC)CC2)CCC1=O (stereo unspecified)	-22%	-0.1%	0.6%	24%	0.7%	-1%	-6.1%	3%	20%
CN(Cc1ccccc1)C(=O)c1cc(=O)[nH]c2ccccc12	6%	0.4%	-0.3%	-19%	0.8%	-5%	-0.8%	2%	0%
N#CCCn1c(SCC(=O)NCc2ccco2)nc2ccccc21	-13%	-0.1%	-0.1%	-13%	1.9%	-4%	2.5%	3%	0%
CC(=O)Nc1ccc(C(=O)Nc2nc(-c3ccccn3)cs2)cc1	-18%	-0.5%	-0.4%	-25%	1.5%	-2%	0.8%	8%	-18%
COc1ccc(OC(=O)c2cccc([N+](=O)[O-])c2)c(C(=O)/C=C/c2cccs2)c1	-40%	-0.1%	0.0%	-43%	2.9%	-14%	6.9%	-2%	10%
CC(C)CN(C(=O)COC(=O)c1cncc(Br)c1)c1c(N)n(Cc2ccccc2)c(=O)[nH]c1=O	39%	-0.1%	-0.4%	-26%	-0.4%	-6%	2.1%	2%	-14%
Cn1c(=O)c2c(SCC(=O)N3CCOCC3)nc(-c3ccccc3Cl)nc2n(C)c1=O	-19%	0.2%	1.4%	-17%	-1.6%	0%	3.6%	-9%	3%
CCCCN(C)CCNC(=O)C(NC(=O)C1CCC(C)CC1)C(C)C (stereo unspecified)	-18%	0.6%	-0.4%	-9%	-0.2%	0%	-2.2%	-4%	10%
O=C(Nc1ccc(Cl)cn1)Nc1cccs1	-44%	-0.1%	-0.3%	3%	51%	3%	1.9%	10%	3%
N#CCC(=O)Nc1ccc(C(=O)OCC(=O)c2ccc3c(c2)OCCO3)cc1	-40%	0.6%	-0.7%	-18%	21%	-5%	-3.0%	-20%	1%
Cc1ccc(S(=O)(=O)NC2(C(=O)O)CCCCC2)cc1	12%	-0.1%	-0.1%	-1%	-1.5%	-12%	-6.0%	13%	3%
O=C1NC[C@H](Cc2ccc(O)cc2)N(CCc2cccc3ccccc23)C1=O	14%	-0.1%	0.2%	-12%	-2.6%	-1%	1.1%	1%	-9%
COC(CNC(=O)c1cccc2c1C(=O)N(Cc1cccnc1)C2)OC	-9%	-0.1%	-0.1%	-36%	1.6%	-1%	4.3%	4%	-8%
COc1ccc(NC(=O)COC(=O)CNC(=O)c2cc(OC)c(OC)c(OC)c2)cc1	-12%	0.0%	-0.2%	29%	-0.1%	-1%	6.4%	-9%	1%
O=c1[nH]c(/C(Cl)=C/c2cc(Cl)ccc2O)nc2cc(Cl)ccc12	82%*	1.2%	0.6%	-27%	7.3%	-1%	6.2%	-11%	-2%
O=C(COc1ccc(Br)cc1)Nc1ccccc1N1CCCC1	-6%	-0.2%	-1.0%	15%	0.3%	-4%	-0.4%	-11%	6%
CCCSc1nnc2n(Cc3ccccc3)c(=O)c3c4c(sc3n12)CCC4	-13%	-0.2%	nt	-19%	2.7%	nt	70%*	4%	11%
Cc1ccccc1OCC(=O)Nc1nnc(C2CCCC2)s1	-30%	-0.1%	0.2%	-20%	-0.5%	-1%	-0.5%	16%	10%
CC(C)NC(=S)NN=C1c2ccccc2-c2ccccc21	-38%	-0.4%	-0.9%	6%	-0.3%	-2%	-1.9%	-2%	3%
O=C(NCCCN1CCCCC1)C1CCN(c2ncnc3c2nc2n3CCCCC2)CC1	-50%	0.3%	0.0%	-19%	-1.3%	-8%	-6.7%	10%	-1%
Cc1ccc(CN(C)CC(=O)Nc2ccc3c(c2)CCC3)cc1	-35%	-0.2%	-0.9%	-16%	-0.4%	-13%	-0.8%	-4%	-5%
CC(C)c1nnc(NC(=O)COc2ccccc2[N+](=O)[O-])s1	-3%	-0.1%	-0.5%	31%	-1.6%	nt	4.0%	-6%	3%
COc1ccc(OC)c(C2C=C(C34CC5CC(CC(C5)C3)C4)NC(=S)N2)c1 (stereo unspecified)	-15%	-0.3%	-2.0%	-30%	-0.3%	-5%	20%	5%	-1%
COc1ccc(C2=NN(C(=O)c3ccccc3)C(c3ccccc3)C2)c(O)c1 (stereo unspecified)	-8%	0.0%	-0.3%	-41%	0.7%	2%	5.0%	-8%	8%
COc1ccc(CCNC(=O)CCc2cc(OC)c(OC)c(OC)c2)cc1OC	-1%	0.0%	-0.6%	15%	-1.4%	-4%	-5.9%	18%	11%
S=C(NCc1ccc2c(c1)OCO2)Nc1ccc2nsnc2c1	-8%	0.2%	0.0%	-1%	0.5%	13%	0.8%	-15%	14%
O=C(/C=C/c1ccc(Cl)c(Cl)c1)NCCCn1ccnc1	-9%	0.4%	-0.7%	0%	-0.5%	-1%	-3.7%	-20%	-2%
CCCN(C#N)c1nc(NCC)nc(NC(C)C)n1	6%	-0.2%	-0.4%	-3%	19%	-5%	-1.6%	-7%	15%
CCOC(=O)N1CCN(C(=O)c2n[nH]c(=O)c3ccccc23)CC1	-22%	-0.1%	0.2%	12%	-0.9%	-2%	-1.3%	-4%	12%
N#CC1=C(N)Oc2n[nH]c(-c3cccs3)c2C1c1ccsc1 (stereo unspecified)	-42%	0.0%	1.7%	8%	9.9%	28%	12%	-8%	10%
OCC(Cc1ccccc1)NCc1ccccc1C(F)(F)F (stereo unspecified)	-21%	0.3%	-0.6%	3%	-0.6%	-10%	2.5%	10%	10%
COc1ccc(Cl)cc1S(=O)(=O)N(C)CC(=O)N1CCOCC1	-12%	0.4%	-0.1%	-1%	-0.8%	-5%	-4.7%	-5%	-7%
CCOC(=O)COc1ccccc1/C=N\NC(=O)c1cc2c(ccc3ccccc32)o1	-35%	-0.2%	-0.9%	-60%	-0.4%	13%	1.9%	-1%	2%
CC(C)Oc1ccc(CNC(=O)c2ccc3c(c2)N(C)CCS3)cc1	3%	-0.1%	-0.8%	-23%[20 µM]	-2.1%	-1%	-3.2%	52%	4%
N#Cc1c(-c2ccc(Cl)cc2)nc2n(c1=O)CCCS2	-5%	0.2%	1.5%	1%	-0.6%	-7%	2.4%	4%	10%
COc1ccc2oc(C)c(C(=O)NN)c2c1	14%	0.2%	-0.2%	-14%	0.5%	-6%	1.5%	-2%	4%
CC(Sc1ccccc1)C(=O)NN=C1CCN(C)CC1 (stereo unspecified)	-28%	0.2%	-0.2%	-10%	-1.8%	nt	-5.3%	-19%	0%
O=C(O)CC/C(=C\c1cc2c(cc1Br)OCO2)c1nc2ccccc2s1	-6%	0.1%	-0.8%	-21%	23%	-1%	1.6%	2%	10%
Cc1cc2[nH]c3c(c[n+](C)c4ccccc34)c2cc1C	-51%	-0.1%	-2.1%	4%[20 µM]	-0.1%	13%	-2.8%	19%	12%
CCCN1CCN(c2nc(-c3cccs3)nc3ccccc23)CC1	3%	0.1%	-0.2%	nt	0.8%	-4%	-0.5%	3%	-4%
Cc1ccc(S(=O)(=O)N(C)c2c(C)ccc(S(=O)(=O)NC(C)(C)C)c2C)cc1	-23%	0.2%	-1.1%	14%[20 µM]	-1.8%	nt	nt	-3%	4%
NS(=O)(=O)c1ccc(NC(=O)c2ccc(S(=O)(=O)N3CCOCC3)o2)cc1	-11%	-0.2%	0.1%	10%	-0.6%	nt	0.1%	13%	-3%
Cc1ccc(NC(=O)c2ccc(S(=O)(=O)NCc3cccnc3)cc2)cc1C	-16%	-0.4%	-0.7%	-48%	1.3%	2%	5.1%	15%	5%
Cc1ccccc1/C=C1\CCCc2ccccc2C1=O	-49%	-0.5%	-0.6%	-26%	0.1%	-4%	-4.6%	3%	-2%
O=C(CCCN1C(=O)c2ccccc2C1=O)Oc1ccc(F)cc1	-22%	0.5%	0.2%	18%	-0.4%	-1%	-1.0%	-13%	-10%
CCOc1ccc(S(=O)(=O)NCCCN2CCCC2=O)cc1	-18%	0.5%	-1.1%	13%[20 µM]	-0.4%	-4%	-0.9%	14%	-4%
Cc1ccc(C(=O)NC(=S)NNC(=O)c2ccc([N+](=O)[O-])cc2)cc1	-21%	-0.2%	0.3%	19%[20 µM]	4.0%	-3%	-7.2%	-3%	10%
Oc1ccccc1C1N=C(c2ccccc2)NC(c2ccccc2)=N1	21%	-0.1%	-0.4%	20%	-1.4%	4%	6.1%	8%	-5%	Dengue-2 NS5 capping pilot replicate=4.1
C=CCSc1nc2ccccc2n1S(=O)(=O)c1ccc(C)cc1	-8%	-0.1%	-0.1%	0%	-0.3%	-1%	11%	-6%	6%
O=C(CCCc1ccccc1)Nc1ccc(Br)cc1F	-50%	-0.2%	-0.4%	-2%[20 µM]	0.1%	-6%	0.5%	9%	-11%
CCC(C)NS(=O)(=O)c1ccc(S(=O)(=O)N2CC=C(c3ccc(F)cc3)CC2)cc1 (stereo unspecified)	7%	-0.1%	-2.2%	-8%	3.1%	-6%	-4.6%	-1%	4%

Screening data (PubChem BioAssay)

The list is partial; count on the stated rates, not on these rows.
